TDP1 block: blocks human tyrosyl-DNA phosphodiesterase 1; recombinant TDP1, AlphaScreen DNA substrate cleavage; Q9NUW8; Potency, µM (series often up to 130 µM), inactives show at the top dose activity change, negative = inhibition, hits mostly inhibitors; hit rate 0.28% among 350,000; AID 485290; also: nearly all actives have a fitted effect of over 40% in size
Target sequence (Q9NUW8 whole entry, looked up): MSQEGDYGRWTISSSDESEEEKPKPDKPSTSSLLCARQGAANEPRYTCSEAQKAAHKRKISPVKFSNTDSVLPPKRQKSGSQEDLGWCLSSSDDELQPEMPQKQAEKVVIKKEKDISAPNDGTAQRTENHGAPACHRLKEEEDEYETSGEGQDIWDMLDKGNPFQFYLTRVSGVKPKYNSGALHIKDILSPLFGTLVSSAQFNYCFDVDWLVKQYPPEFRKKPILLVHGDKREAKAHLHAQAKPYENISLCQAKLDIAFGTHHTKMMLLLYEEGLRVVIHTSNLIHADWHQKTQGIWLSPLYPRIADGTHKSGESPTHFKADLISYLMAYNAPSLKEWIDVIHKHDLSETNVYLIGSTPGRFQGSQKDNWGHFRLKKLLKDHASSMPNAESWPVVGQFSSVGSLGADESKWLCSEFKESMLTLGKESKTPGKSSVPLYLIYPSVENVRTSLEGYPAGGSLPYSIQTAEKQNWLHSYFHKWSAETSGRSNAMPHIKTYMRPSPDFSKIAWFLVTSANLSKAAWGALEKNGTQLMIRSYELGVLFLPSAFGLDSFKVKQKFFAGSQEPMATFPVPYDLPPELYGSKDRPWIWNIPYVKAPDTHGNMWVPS
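Tdp1 1 nM final; 15 min RT w/ cpd; substrate 15 nM, 5 min; beads 10 ug/ml, 10 min; AlphaScreen read. Neg ctrl: no enzyme.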
DT40 TDP1 no CPT: qHTS for Inhibitors of human tyrosyl-DNA phosphodiesterase 1 (TDP1): qHTS in cells in absence of CPT | hit rate 15% among 420,000 | DT40 Tdp1-/- hTDP1 cells, no CPT, ATP luminescence, 48 h | Potency, µM (doses to about 46.2 µM), inactives show at the highest dose activity change, negative = growth inhibition, hits mostly inhibitors; also: nearly all actives have a fitted effect of over 55% in size
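Stably hTDP1-transfected Tdp1-null chicken DT40 cells were treated with library compounds minus camptothecin and grown for at least 48 hr at 37 °C, after which cellular ATP was quantified by luminescence.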
N370S GC mod: inhibitors or activators of N370S glucocerebrosidase for Gaucher disease; hit rate 0.092% among 330,000; Potency, µM (doses to about 59.4 µM), for inactives: top-dose activity change, negative = inhibition, actives largely listed as inhibitors; N370S GC spleen homogenate, 4MU-glucoside fluorescence; AID 2101;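 also: 0% = full enzyme activity and -100% = no enzyme basal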
The depositor's hits bear a star; ? = inconclusive; · = no result given; [ ] = remark or other dose. Calls follow the shape of the dose curve; as a rule, active = well fitted curve in the direction sought with a large enough effect; inconclusive = small, poorly fitted or top-dose-only effect, or another doubt; inactive = no such curve, though single readings can be large; an effect the other way counts as inactive or inconclusive. Unless noted, % is scaled to controls: 0 for no effect and ±100 for the full control effect; potency is read from the fitted curve at half-maximal effect. A portion of the library; the hit share may differ from the screen's.

[1] CC(C)OCCCNC(=O)CNC(=O)c1cccs1
[2] CC(C)CC(N)C(=O)NC(C)C(=O)O (stereo not drawn)
[3] COc1ccc(-c2nc(-c3cccnc3)no2)cc1OC
[4] CCc1nnc(NC(=O)CSc2nnc(-c3cccnc3)n2CC)s1
[5] COC(=O)c1ccccc1NC(=O)CNc1cc(Cl)ccc1N1CCOCC1
[6] COc1ccc(-c2nc3cc(C(C)C)ccc3o2)cc1NC(=O)c1ccccc1[N+](=O)[O-]
Compound,1,2,3,4,5,6
TDP1 block,1.0%,5.4%,4.1%,2.3%,9.6%,7.1%
DT40 TDP1 no CPT,-8.0%,-1.6%,-19.5%,-2.2%,?,10.3µM*
N370S GC mod,3.6%,-11.3%,-0.4%,8.9%,-10.8%,·

[7] CCOc1ccc(CCNC(=O)c2oc(=O)c3ccccc3c2-c2ccc(C)cc2)cc1OCC
[8] CCOC(=O)C1CCCN(C(=O)c2ccc(Cl)c(S(=O)(=O)N3CCCCC3)c2)C1 (stereo not drawn)
[9] COC(C[C@H](O)C[C@@H](O)COCc1ccccc1)OC
[10] COC(=O)/C(=C/c1cccnc1)NC(=O)c1ccccc1
[11] COC(=O)C1CCN(CC(=O)NC(=O)Nc2ccccc2F)CC1
[12] CCc1ccc(/C=C2\SC(=S)N(CCCC(=O)Nc3nccs3)C2=O)cc1
Compound,7,8,9,10,11,12
TDP1 block,4.7%,3.0%,3.5%,-1.9%,-0.2%,4.1%
DT40 TDP1 no CPT,?,?,2.1%,-4.6%,-5.5%,-20.4%
N370S GC mod,·,-10.4%,3.3%,0.0%,·,-2.5%

[13] O=S(=O)(Nc1nc2ccc(S(=O)(=O)N3CCCC3)cc2s1)c1ccc(F)cc1
[14] O=C(NC1CCN(C(=O)N2c3ccccc3Sc3ccccc32)CC1)c1ccco1
[15] COc1ccc(NC(=O)Nc2ccc(C)cc2Br)c(OC)c1
[16] Cn1cc(-c2cc3n(n2)CCC(=O)N3CCCC(=O)NCc2ccc(F)cc2)c2ccccc21
[17] CCOC(=O)c1ccc2c(c1)nc(SCC(=O)c1cc3ccccc3o1)n2CC
[18] CC(=O)c1ccc2cccc3c2c1N=CN3C
Compound,13,14,15,16,17,18
TDP1 block,5.1%,4.2%,-8.2%,0.6%,4.6%,-3.1%
DT40 TDP1 no CPT,-17.5%,20.6µM*,-9.3%,?,?,-12.5%
N370S GC mod,4.1%,23.7%,-23.8%,·,?,5.2%

Among those listed so far, these have a Cl atom.
[5] COC(=O)c1ccccc1NC(=O)CNc1cc(Cl)ccc1N1CCOCC1
[8] CCOC(=O)C1CCCN(C(=O)c2ccc(Cl)c(S(=O)(=O)N3CCCCC3)c2)C1 (stereo not drawn)
Compound,5,8
TDP1 block,9.6%,3.0%
DT40 TDP1 no CPT,?,?
N370S GC mod,-10.8%,-10.4%

Later entries.
[19] O=C(CSc1nnc(-c2ccccc2)n1CC1CCCO1)N1CCCC1 (stereo not drawn)
[20] C=CCn1c(N)cc(=O)nc1SCC(=O)Nc1ccccc1
[21] O=P(CCCCCCCCCP(=O)(c1ccccc1)c1ccccc1)(c1ccccc1)c1ccccc1
[22] Cc1ccc(-n2nc(CO)c(C(=O)NCc3ccccn3)n2)cc1
[23] Cc1cc(C)nc(NS(=O)(=O)c2ccc(NC(=O)c3ccc(O)cc3O)cc2)n1
[24] COCC1CCN(Cc2nc(Cc3ccccc3Cl)no2)CC1
Compound,19,20,21,22,23,24
TDP1 block,1.2%,0.0%,-2.3%,2.3%,·,·
DT40 TDP1 no CPT,2.8%,-9.2%,8.2µM*,-14.0%,-8.7%,8.7%
N370S GC mod,?,1.5%,?,·,-6.5%,-4.6%

[25] Cc1cc(=O)c2c(C)nn(-c3ccccc3)c2[nH]1
[26] COCCNS(=O)(=O)c1ccc(-c2ccc(C)cc2)cc1
[27] CC1CC(C)CN(S(=O)(=O)c2ccc(C(=O)Nc3nnc(C4CC4)o3)cc2)C1 (stereo not drawn)
[28] Cc1nn(C)cc1NC(=O)c1ccc(Br)o1
[29] CCN(C(=O)CSc1nnc(-c2ccc(F)cc2)n1C)C1CCS(=O)(=O)C1 (stereo not drawn)
[30] Cc1ccc(C(=O)N(NC2=NS(=O)(=O)c3ccccc32)S(=O)(=O)c2ccc(C)cc2)cc1
Compound,25,26,27,28,29,30
TDP1 block,-4.1%,-2.3%,6.5%,0.6%,0.6%,5.0%
DT40 TDP1 no CPT,-13.3%,?,?,-1.2%,0.2%,?
N370S GC mod,0.7%,5.0%,-8.2%,-6.5%,·,12.6%

[31] O=C(NCc1cccnc1)c1noc2c1CCCCC2
[32] Cc1ccc(C(O)c2nc3ccccc3n2C(C)C)cc1 (stereo not drawn)
[33] O=C(Cn1nnc2ccccc2c1=O)NCCc1ccc(F)cc1
[34] CCN(C(=O)CSc1nc2nc(C)cc(C)n2n1)C1CCS(=O)(=O)C1 (stereo not drawn)
[35] CCOC(=O)c1nc(Nc2ccc(N3CCC(C)CC3)cc2)c2ccccc2n1
[36] COc1ccc(OCC(O)CN(CCO)CC(O)Cn2ccc3ccccc32)cc1 (stereo not drawn)
Compound,31,32,33,34,35,36
TDP1 block,4.4%,4.5%,0.0%,3.8%,·,4.2%
DT40 TDP1 no CPT,-2.2%,?,·,4.7%,5.8µM*,?
N370S GC mod,5.3%,-0.1%,2.5%,10.5%,-11.7%,3.4%

[37] CCOC(=O)CNC(=O)N(CCOC)CC1CCCN(C2Cc3ccccc3C2)C1 (stereo not drawn)
[38] Cc1ccccc1C(=O)NC(=S)Nc1sc2c(c1C#N)CCCC2
[39] CCOC(=O)c1sc(=S)n(-c2ccccc2Cl)c1C
[40] COc1ccc(OC)c(CN(CCN2CCOCC2)S(=O)(=O)c2ccc(NC(C)=O)cc2)c1
[41] O=C(COc1cccc(F)c1)NNC(=O)c1cccc(-n2cccc2)c1
[42] C/C(=N/N1CCN(c2ccccn2)CC1)c1ccc([N+](=O)[O-])cc1
Compound,37,38,39,40,41,42
TDP1 block,·,1.1%,2.6%,-4.8%,-19.2%,6.0%
DT40 TDP1 no CPT,16.7%,?,?,11.2%,-11.9%,-16.1%
N370S GC mod,-1.3%,14.6%,4.1%,-2.9%,0.0%,0.1%

[43] CCOc1ccccc1CNS(=O)(=O)c1cc(-c2cc(C)no2)ccc1OC
[44] COc1ccccc1-c1cc2nc(C)c(CCC(=O)O)c(C)n2n1
[45] COc1ccc(CCNC(=O)CCCn2c(SCC#N)nc3ccccc3c2=O)cc1OC
[46] c1ccc(-c2ncc3c(ccc4ccccc43)n2)cc1
[47] CCCCNC(=O)CSc1nc2ccccc2c(=O)n1CCNC(C)=O
[48] Cc1cccc(C(CC(=O)N2CCCCC2)c2ccccc2)c1O (stereo not drawn)
Compound,43,44,45,46,47,48
TDP1 block,0.7%,-2.3%,1.0%,-2.7%,7.8%,1.5%
DT40 TDP1 no CPT,-19.6%,-10.6%,-19.9%,-17.1%,21.0%,-5.3%
N370S GC mod,-20.0%,·,-0.9%,-2.3%,-6.9%,-8.5%

[49] CCN(CC)c1nc(-c2ccccc2)ncc1S(=O)(=O)c1ccc(C)cc1
[50] O=C(Nc1ccc(F)cc1F)c1cccnc1
[51] CCN(CC(=O)Nc1c(F)cccc1F)C(=O)c1ccc(=O)[nH]c1
[52] COc1ccc(C(=O)N2CCC(n3c(C)nc4cc(F)ccc43)CC2)cc1OC
[53] CCOc1ccc(N(CC(=O)N2CCN(C(=O)CN(c3ccc(OCC)cc3)S(C)(=O)=O)CC2)S(C)(=O)=O)cc1
[54] CCOc1ccc(CC(=O)NCCc2csc(-c3ccc(Cl)cc3)n2)cc1
Compound,49,50,51,52,53,54
TDP1 block,·,7.1%,5.1%,1.0%,·,-3.0%
DT40 TDP1 no CPT,16.4µM*,-2.9%,0.1%,-14.8%,1.1%,16.4µM*
N370S GC mod,9.3%,-8.4%,-12.7%,-3.1%,-8.1%,·

[55] O=S(=O)(Cc1ccccc1)N1CCN(c2nc(-c3cccs3)nc3ccccc23)CC1
[56] Cc1ccc(C(=O)NC2CC(C)(C)NC(C)(C)C2)c(C)c1
[57] Cc1cc(NC(=O)CN2CCN(c3ncccn3)CC2)no1
[58] Cc1cc(/C=c2/sc3nc4ccccc4n3c2=O)c(C)n1-c1ccccn1
[59] CCn1cc(C(=O)Nc2ccc(-n3cnnn3)c(OC)c2)c(=O)c2ccc(C)nc21
[60] CCOc1ccc(OCC)c(-c2c(=O)n(OCc3ccccc3C(=O)OC)c3ccccc3[n+]2[O-])c1
Compound,55,56,57,58,59,60
TDP1 block,0.5%,4.0%,-2.0%,5.1%,-7.3%,3.2%
DT40 TDP1 no CPT,12.6µM*,-20.5%,-8.8%,18.4µM*,·,13µM*
N370S GC mod,·,-14.3%[2.35 µM],-4.1%,-1.2%,-3.3%,0.2%

One compound at a time, as listed above. Values in the order: TDP1 block, DT40 TDP1 no CPT, N370S GC mod
Profile of Cc1cc(C)nc(NS(=O)(=O)c2ccc(NC(=O)c3ccc(O)cc3O)cc2)n1 = ·, -8.7%, -6.5%
Profile of CC1CC(C)CN(S(=O)(=O)c2ccc(C(=O)Nc3nnc(C4CC4)o3)cc2)C1 (stereo not drawn) = 6.5%, ?, -8.2%
Profile of COC(C[C@H](O)C[C@@H](O)COCc1ccccc1)OC = 3.5%, 2.1%, 3.3%
Profile of COc1ccc(-c2nc(-c3cccnc3)no2)cc1OC = 4.1%, -19.5%, -0.4%
Profile of CCOc1ccc(CCNC(=O)c2oc(=O)c3ccccc3c2-c2ccc(C)cc2)cc1OCC = 4.7%, ?, ·

(cont.)
[61] O=C(CSc1ccc(-c2ccco2)nn1)NC1CCCCC1
[62] COc1cc(/C=N/Nc2ccc(C(=O)O)cc2)cc(OC)c1OC
[63] COc1ccc(NS(=O)(=O)c2cccc(C(=O)NCC(c3ccc(OC)cc3)N3CCOCC3)c2)cc1 (stereo not drawn)
[64] COc1ccc(C(C(=O)NCC2CCCO2)N(C(=O)CNC(=O)c2ccco2)c2cc(C)cc(C)c2)cc1OC (stereo not drawn)
[65] O=C(CNC(=O)c1cc2ccccc2o1)NCc1cccs1
[66] CCCSC1=C(C#N)C2(CCCCC2)C(C#N)=C(N)N1
Compound,61,62,63,64,65,66
TDP1 block,·,0.0%,6.2%,-9.3%,-4.2%[56.1 µM],-6.2%
DT40 TDP1 no CPT,3.7%,-20.5%,-27.3%,-13.8%,?,?
N370S GC mod,-3.6%,3.1%,?,?,6.9%,5.1%

[67] N=c1sccn1CC(=O)Nc1cccc(S(N)(=O)=O)c1
[68] O=c1c2sc(-c3ccccc3)cc2nc2n1CCC2
[69] Clc1ccccc1CONc1ncnc2nonc12
[70] CCCn1c(SCC(=O)Nc2nc3c(s2)CCCC3)nc2c1c(=O)n(C)c(=O)n2C
[71] Cc1cc(C)cc(OCC(=O)N(Cc2ccco2)Cc2ccccc2Cl)c1
[72] CC(Oc1ccccc1)C(=O)Nc1cccc(-c2cn3cccnc3n2)c1 (stereo not drawn)
Compound,67,68,69,70,71,72
TDP1 block,5.0%,10.0%[56.1 µM],0.0%,7.4%,6.1%,5.5%
DT40 TDP1 no CPT,10.6%,-22.9%,?,14.6µM*,20.6µM*,?
N370S GC mod,-8.6%,10.8%,-6.1%,-20.7%,·,·

[73] Cc1ccccc1NC(=O)NC1CCCc2ccccc21 (stereo not drawn)
[74] COc1ccc(CN2CCNC(=O)C2CC(=O)NC2CCCCCC2)cc1C (stereo not drawn)
[75] O=C(Cc1cccs1)N1CCN=C1SCc1ccccc1F
[76] CC(=O)c1ccc(OCCCC(=O)NC2=NCCS2)cc1
[77] CCc1ccc(NC(=O)c2ccc(CN3CC(=O)N4CCCCC4C3=O)cc2)cc1 (stereo not drawn)
[78] COc1ccc(C(=O)OCC(=O)NCC2CCCCC2)cc1F
[79] O=C(c1cc2c(s1)CCCC2)N1CCN(S(=O)(=O)c2ccccc2C(F)(F)F)CC1
[80] COc1ccc(S(=O)(=O)N2CCC(C(=O)Nc3nnc(C)s3)CC2)cc1OC
Compound,73,74,75,76,77,78,79,80
TDP1 block,2.5%,3.7%,0.0%,5.9%,6.2%,-5.9%,7.0%,1.9%[0.505 µM]
DT40 TDP1 no CPT,11.2%,-4.6%,18.7%,-17.0%,20.6µM*,-26.4%,?,?
N370S GC mod,1.7%,-11.2%,8.8%,-13.1%,·,-7.1%,-3.7%,-0.9%
